Source: PubChem BioAssay (National Center for Advancing Translational Sciences (NCATS))
ALDH1A1 inh: ALDH1A1 (human) enzyme inhibition; P00352; Potency, µM (titrated, usually from 75.3 µM), inactives show at the highest dose activity, negative = inhibition, hits mostly inhibitors; 220,000 tested, 7.3% active; Purified ALDH1A1, NADH fluorescence, propionaldehyde substrate; active = well fitted inhibition curve with a large enough effect, not every such curve was filed as active; inconclusive = small, poorly fitted or top-dose-only effect, or another doubt; inactive = no such curve, though single readings can be large or run the other way;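 also: plate controls were no enzyme wells and a reference inhibitor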
Target sequence (P00352 whole entry, looked up): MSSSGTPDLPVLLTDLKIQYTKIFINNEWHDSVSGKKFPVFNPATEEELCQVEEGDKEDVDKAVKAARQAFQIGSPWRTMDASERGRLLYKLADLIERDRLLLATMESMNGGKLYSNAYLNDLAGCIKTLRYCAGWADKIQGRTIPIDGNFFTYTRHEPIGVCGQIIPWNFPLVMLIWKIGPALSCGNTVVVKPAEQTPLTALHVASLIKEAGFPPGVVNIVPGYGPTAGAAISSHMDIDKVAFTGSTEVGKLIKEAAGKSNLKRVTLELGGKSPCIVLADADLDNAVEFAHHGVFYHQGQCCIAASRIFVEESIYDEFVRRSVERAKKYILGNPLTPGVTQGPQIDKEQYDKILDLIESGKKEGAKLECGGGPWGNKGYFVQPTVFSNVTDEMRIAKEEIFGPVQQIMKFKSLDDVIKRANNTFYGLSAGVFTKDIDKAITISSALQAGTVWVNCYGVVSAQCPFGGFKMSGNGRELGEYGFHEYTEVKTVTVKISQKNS
Tau FP inhib: blocks human tau fibril formation measured by polarization | K18 P301L tau heparin fibrillization, Alexa594 FP, 6 h | Potency, µM (highest dose often 57.7 µM), inactives show top-dose activity, negative = inhibition, usual class: inhibitors | 280,000 tested, 0.39% active; also: nearly all actives have a fitted effect of over 55% in size
Target sequence (P10636 561-689 P618L limits assumed): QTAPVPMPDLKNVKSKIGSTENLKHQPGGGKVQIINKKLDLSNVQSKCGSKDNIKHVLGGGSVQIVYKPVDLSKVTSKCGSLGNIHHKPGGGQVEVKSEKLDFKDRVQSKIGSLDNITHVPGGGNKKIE
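Read-out: fluorescence polarization of Alexa 594-labeled tau (0.24 uM), 555 nm excitation, 632 nm emission. Mixtures held 15 uM unlabeled K18 P301L, compound and 20 uM heparin, pH 7 acetate buffer, incubated 6 hr at 37 C.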
TRb SRC2 PPI: inhibitors of human thyroid hormone receptor beta-SRC2 interaction; 280,000 tested, 0.065% active; P10828; Potency, µM (titrated, usually from 106 µM), for inactives: at the top dose activity change, negative = inhibition, actives largely listed as inhibitors; TRbeta-SRC2 peptide binding, fluorescence polarization; receptor liganded with 1 µM T3;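 also: plate controls were bound peptide for no effect and peptide without receptor for full effect; nearly all actives have a fitted effect of over 50% in size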
Target sequence (P10828 whole entry, looked up): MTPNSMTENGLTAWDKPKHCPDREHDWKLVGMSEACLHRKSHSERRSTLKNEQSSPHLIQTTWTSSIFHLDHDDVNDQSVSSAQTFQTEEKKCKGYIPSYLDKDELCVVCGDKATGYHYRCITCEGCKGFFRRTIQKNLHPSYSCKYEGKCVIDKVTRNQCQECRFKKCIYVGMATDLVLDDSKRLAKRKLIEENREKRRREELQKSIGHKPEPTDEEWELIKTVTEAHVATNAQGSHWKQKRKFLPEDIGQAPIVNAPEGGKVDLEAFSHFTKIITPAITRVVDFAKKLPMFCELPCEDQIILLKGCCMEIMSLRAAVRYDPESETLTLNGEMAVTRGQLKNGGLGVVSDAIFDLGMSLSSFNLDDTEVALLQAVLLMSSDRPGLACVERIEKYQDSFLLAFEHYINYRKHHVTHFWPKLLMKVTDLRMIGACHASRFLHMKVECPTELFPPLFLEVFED
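Assay buffer: 20 mM Tris-HCl, 100 mM NaCl, 10% glycerol, 1 mM EDTA, 0.01% NP-40, 1 mM DTT, 1 uM T3, 5% DMSO; TRb LBD 0.6 uM, Texas Red SRC2 20 nM; FP after 5 hr.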
Tau ThT inhib: blocks human tau fibril formation measured by thioflavin T. AID 1460. recombinant tau K18 P301L, heparin-induced fibrillization, ThT fluorescence. Potency, µM (highest dose often 57.4 µM), inactives show at the highest dose activity, negative = inhibition, usual class: inhibitors. 270,000 tested, 2.1% active; also: nearly all actives have a fitted effect of over 55% in size
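Fibril formation assay: tau K18 P301L at 15 uM with trace Alexa 594 label, heparin inducer 20 uM, pH 7 sodium acetate buffer, 37 C for 6 hr; endpoint ThT signal.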
L3MBTL1 inh: inhibitors of human L3MBTL1. AlphaScreen L3MBTL1–H3K9me1 peptide binding. AID 485360. Potency, µM (highest dose often 57.1 µM), for inactives: at the highest dose activity, negative = inhibition, hits mostly inhibitors. 230,000 tested, 0.66% active; also: nearly all actives have a fitted effect of over 60% in size
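AlphaScreen proximity signal between nickel-chelate acceptor and streptavidin donor beads (final 10 ug/mL) reports binding of 50 nM L3MBTL1 to 75 nM biotin-H3 K9me1 peptide; complex incubated with compounds 30 min at room temperature; cefsulodin titration as control.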
TexasRed fluor: counter-screen for TRb-SRC2 inhibitors: fluorescence interference. TRb/SRC2 Texas Red total fluorescence interference. Potency, µM (highest dose often 106 µM), inactives show at the top dose fluorescence change, negative = quenching. 280,000 tested, 0.29% active. AID 1479; active = well fitted curve in either direction with a large enough effect; inconclusive = small, poorly fitted or top-dose-only effect
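Human TRβ ligand-binding domain (0.6 uM) and Texas Red SRC2 peptide (20 nM) in Tris buffer with 1 uM T3 and 5% DMSO were incubated with pinned compound for 5 hr at ambient temperature. Total fluorescence was computed as S + 2P (555/632 nm).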
Tau fluor cs: counter-screen for tau fibril formation inhibitors; tau K18 P301L Alexa594 fluorescence, heparin fibrillization; Potency, µM (titrated, usually from 57.7 µM), without a hit: top-dose activity change, negative = decrease; 280,000 tested, 0.93% active; AID 1463; also: nearly all actives have a fitted effect of over 55% in size
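Human tau K18 P301L (15 uM unlabeled, 0.24 uM Alexa 594-labeled) in 100 mM sodium acetate pH 7 with 20 uM heparin, 6 hr at 37 C. ThT 30 uM added, 1 hr ambient; Alexa 594 FP and total fluorescence read at 555/632 nm.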
GLA spleen mod: inhibitors or activators of human alpha-galactosidase in spleen homogenate. AID 2107. P06280. human spleen homogenate, 4MU-alpha-Gal fluorescence, 40 min. Potency, µM (top dose mostly 80 µM), without a hit: at the highest dose activity change, negative = inhibition, most hits filed as inhibitors. 240,000 tested, 0.008% active;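 also: 0% = enzyme with vehicle and -100% = no enzyme basal signal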
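Inhibition or activation of alpha-galactosidase in human spleen homogenate is scored by 4-MU fluorescence after 40 min at 37C, pH 5.0, with 1 mM substrate. AC50s come from concentration-response fitted to the Hill equation.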
* marks the source's active call; other numbers are inactive results; ? = inconclusive; nt = not tested or not shown; [ ] = another dose, or the depositor's remark. Unless noted, calls follow the shape of the dose curve; as a rule, active = well fitted curve in the direction sought with a large enough effect; inconclusive = small, poorly fitted or top-dose-only effect, or another doubt; inactive = no such curve, though single readings can be large; an effect the other way counts as inactive or inconclusive. Unless noted, % is scaled to controls: 0 for no effect and ±100 for the full control effect; potency is read from the fitted curve at half-maximal effect.

SMILES	ALDH1A1 inh	Tau FP inhib	TRb SRC2 PPI	Tau ThT inhib	L3MBTL1 inh	TexasRed fluor	Tau fluor cs	GLA spleen mod
CCOc1ccc(C2C3=C(Nc4nc(N)[nH]c(=O)c42)c2ccccc2C3=O)cc1 (stereo not given)	-1%	?	1%	?	-1%	-3%	-28%	-4%
CCC12CN3CCN(CC(C3)/C1=N\NC(=O)c1ccc(Cl)cc1)C2	-9%	13%	-3%	-6%	nt	-1%	-2%	5%
CON1C(=O)CN(C(C)=O)C1c1ccc(Cl)cc1Cl (stereo not given)	8%	5%	2%	-4%	nt	-3%	-4%	-2%
CCOc1ccccc1CNC(=O)C1CCN(C(=O)N2CC(CC)Oc3ccc(C)cc32)CC1 (stereo not given)	nt	-1%	-9%	?	nt	2%	-27%	nt
Cc1cccc(C)c1OCC(=O)N(Cc1ccc(N(C)C)cc1)C1CCS(=O)(=O)C1 (stereo not given)	nt	?	6%	-18%	-25%	-2%	-26%	-6%
CCOC(=O)C1CCCN(c2nc3c(C)cccn3c(=O)c2/C=C(\C#N)C(=O)NCc2ccco2)C1 (stereo not given)	?	2%	0%	?	-2%	-2%	-13%	3%
CC(C)(C)c1ccc(S(=O)(=O)Nc2ccc3c(c2)COC3=O)cc1	4.5µM*	-9%	0%	0%	-2%	-1%	-16%	8%
O=c1[nH]c2cc3c(cc2cc1C(c1nnnn1C1CCCC1)N1CCSCC1)OCCO3 (stereo not given)	?	9%	-8%	-1%	1%	0%	-3%	-23%
Brc1cc2c(cc1Cn1c(-c3cncs3)nc3ccccc31)OCO2	-3%	-13%	-6%	-3%	-10%	-4%	-2%	0%
COc1cc(NC(=O)c2nccn2C)cc(C(=O)Nc2cccc(C(F)(F)F)c2)c1	nt	?	5%	7%	nt	-3%	8%	10%
C=CCN1C(=O)C(Cc2cccc(C)c2)SC1=Nc1ccc(C(=O)O)cc1 (stereo not given)	-4%	14%	5%	0%	5%	-1%	5%	4%
Cc1ncc(CO)c(/C=N/NC(=S)Nc2ccc(C(C)C)cc2)c1O	nt	-13%	6%	?	nt	-6%	?	4%
CCOC(=O)c1c(C)nc2c(c1-c1ccc(OC)c(OC)c1)C(=O)c1ccccc1-2	-4%	-4%	2%	-15%	1%	-6%	-22%	0%
CS(=O)(=O)c1ccc(C(=O)OCC(=O)NC(=O)C2CCCCC2)cc1[N+](=O)[O-]	5%	4%	?	?	?	-12%	?	-2%
COc1ccc(C(=O)NC(=S)Nc2ccc3oc(=O)ccc3c2)cc1OC	5%	5%	-6%[53 µM]	-8%	3%	-1%[53 µM]	13%	-2%
Cn1c(-c2ccccc2)c[n+]2c1CCCCC2	10%	6%	-3%	6%	-1%	-1%	15%	-1%
COC(=O)CC1C(C)(C)C(O)C2CC3=C4C=C(OC)OC(c5ccoc5)[C@]4(C)CCC3[C@@]1(C)C2=O (stereo not given in full)	-5%	3%	3%	0%	nt	-11%	-1%	10%
Cc1c(Cl)cccc1-c1ccc(CNCCCSc2nnnn2C)o1	nt	12%	-4%	-6%	nt	-16%	-7%	nt
CCN(CC)CCSc1nc(O)c(C(C)C)c(=O)[nH]1	7%	-2%	6%	-19%	nt	-1%	-8%	0%
CCOc1ccc(CC(=O)NCc2ccc3c(c2)CCN3C(=O)c2ccc(F)cc2)cc1OCC	nt	3%	-3%	6%	nt	-3%	5%	nt
CCCCN(C)C(=O)c1nc2ccccn2c1CN1CCN(c2cnccn2)CC1	?	6%	0%	-7%	-1%	-6%	3%	2%
Cc1cccc(OCCNC(=O)c2cncc(Br)c2)c1	?	2%	-3%	-4%	9%	0%	0%	0%
CC(C)(C)c1ccc(C(=O)Nc2nc3nc(-c4ccccc4)cc(=O)n3[nH]2)cc1	nt	?	13%	?	nt	-3%	-10%	nt
Cc1ccc(CN=c2c([N+](=O)[O-])nn(-c3cccc(Cl)c3)n2O)cc1	-6%	?	-5%	?	?	0%	?	-15%
Cc1ccc(-c2csc(NC(=O)c3cnccn3)n2)cc1C	1%	-1%	2%	-8%	1%	-2%	6%	-1%
Cc1ccc(NC(=S)NNC(=O)c2nn(C)c(C)c2Cl)cc1	?	2%	2%	-22%	0%	-3%	-9%	2%
C#CCN1C(=O)C(O)(CC(=O)c2cccc(OC)c2)c2ccccc21 (stereo not given)	1.6µM*	3%	-29%	-5%	4%	1%	2%	8%
CN(Cc1ccc(OCC(O)CN(C)Cc2ccccc2)cc1)Cc1nccn1C (stereo not given)	nt	-3%	-1%	-5%	-12%	3%	-3%	9%
Cc1cccc(OCC(=O)NC2CCCc3ccccc32)c1C (stereo not given)	-7%	6%	-11%	-7%	10%	1%	1%	2%
COc1cc(C=Nc2cccc([N+](=O)[O-])c2C)ccc1OC(C)=O	?	-7%	-7%	-4%	7%	-2%	1%	-4%
O=C(Cn1cc(SCc2ccc(Br)cc2)c2ccccc21)N1CCCCC1	nt	?	2%	?	nt	0%	?	nt
COc1cc2c(cc1OC)C(CC(=O)O)N(C(=O)Nc1cc(OC)c(OC)c(OC)c1)CC2 (stereo not given)	nt	3%	6%	-9%	nt	-2%	-4%	nt
O=Cc1cccn1-c1cccnc1	-2%	-1%	-4%	-13%	1%	0%	-11%	-7%
O=c1ccn(-c2cccc(C(F)(F)F)c2)nc1-c1ccn(-c2ccccc2)n1	17%	-5%	-1%	-12%	-5%	-1%	-16%	-1%
COc1ccc(N2C(=O)C3CCCN3C2c2ccc(C)o2)cc1Cl (stereo not given)	?	-10%	1%	-18%	-1%	-3%	-10%	-6%
Cc1ccc(-n2c(C)n[nH]c2=S)cc1C	-2%	3%	8%	-5%	2%	1%	-8%	1%
COCCN(Cc1ccccc1)C(=S)Nc1ccc(OC(F)F)cc1	2%	-11%	-3%	-5%	12%	1%	-21%	-2%
CCOCCCNC(=O)c1ccc(-n2c(-c3ccccc3)cc3c2CCCCC3)cc1	nt	20µM*	2%	13%	nt	?	?	nt
CN(C)CCNC=C(C(=O)Nc1ccc(Cl)cc1Cl)C(=O)Nc1ccc(Cl)cc1Cl	2%	10µM*	1%	3%	-9%	-9%	?	5%
COc1cccc(OCc2nnc(SCc3cc(=O)[nH]c4ccccc34)o2)c1	?	1%	-2%	-9%	-7%	-2%	-13%	4%
CC(=O)Nc1ccc(CNc2ncnc3ccc(-c4c(C)noc4C)cc23)cc1	nt	nt	-2%	nt	-5%	-2%	nt	8%
CCn1c(C)cs/c1=N\C(=S)Nc1ccccc1C	13%	-2%	-3%	-5%	-25%	-4%	-10%	5%
Cc1cc([N+](=O)[O-])ccc1NC(=O)c1cncc(Br)c1	9%	4%	-10%	-1%	6%	5%	6%	4%
CCCOc1ccc(C(=O)NNC(=S)NC(=O)c2ccco2)cc1	nt	1%	-2%	?	7%	-7%	-16%	-4%
CCCC(C(=O)NCC1CCCO1)N(Cc1ccco1)C(=O)CNS(=O)(=O)c1ccccc1 (stereo not given)	11µM*	-5%	3%	-11%	3%	-2%	-1%	3%

Laid out differently: entries from further up.
Structure,ALDH1A1 inh,Tau FP inhib,TRb SRC2 PPI,Tau ThT inhib,L3MBTL1 inh,TexasRed fluor,Tau fluor cs,GLA spleen mod
COc1ccc(C(=O)NC(=S)Nc2ccc3oc(=O)ccc3c2)cc1OC,5%,5%,-6%[53 µM],-8%,3%,-1%[53 µM],13%,-2%
CS(=O)(=O)c1ccc(C(=O)OCC(=O)NC(=O)C2CCCCC2)cc1[N+](=O)[O-],5%,4%,?,?,?,-12%,?,-2%
Cc1ccc(CN=c2c([N+](=O)[O-])nn(-c3cccc(Cl)c3)n2O)cc1,-6%,?,-5%,?,?,0%,?,-15%
CCOc1ccc(C2C3=C(Nc4nc(N)[nH]c(=O)c42)c2ccccc2C3=O)cc1 (stereo not given),-1%,?,1%,?,-1%,-3%,-28%,-4%

Following part
SMILES	ALDH1A1 inh	Tau FP inhib	TRb SRC2 PPI	Tau ThT inhib	L3MBTL1 inh	TexasRed fluor	Tau fluor cs	GLA spleen mod
CC1=C(C(=O)Nc2cccc(F)c2)C(c2ccsc2)C2=C(CC(C)(C)CC2=O)N1 (stereo not given)	?	-2%	0%	-13%	11%	-3%	-20%	12%
COc1ccc(C2C(CC(=O)O)=C(Nc3ccccc3)C(=O)N2c2ccccc2)cc1 (stereo not given)	?	5%	-1%	-11%	nt	-3%	-7%	2%
COc1ccc(C(NC(=O)C(C)C)c2c(O)ccc3ccccc23)cc1 (stereo not given)	?	1%	-5%	-11%	-1%	-1%	?	?
O=C(CCn1nnc2ccccc21)Nc1nnc(COc2ccccc2F)s1	9%	-9%	12%	-13%	nt	-2%	-10%	-12%
Cn1c(N)c(C(=O)COC(=O)c2cnc(Cl)c(Cl)c2)c(=O)n(C)c1=O	8.9µM*	-4%	4%	-6%	-26%	-4%	-4%	8%
O=C(OCc1nc2ccccc2s1)c1cnccn1	2%	2%	-8%	-13%	5%	-1%	-5%	15%
COc1ccc(-n2c(O)c(C=NC3CC3)c(=O)[nH]c2=O)cc1	?	-5%	-6%	-3%	-1%	-5%	-6%	-6%
Cc1[nH]n(C(N)=S)c(=O)c1N=Nc1ccc(S(=O)(=O)N2CCCC2)cc1	32µM*	8%	12%	?	16%	-13%	-14%	-4%
Cn1c(=O)c2c(nc(Br)n2Cc2c(F)cccc2Cl)n(C)c1=O	-13%	-8%	6%	-5%	-7%	3%	-3%	6%
COC(=O)c1c(C)oc2ccc(N(C(=O)c3ccncc3)S(=O)(=O)c3ccc(OC)cc3)cc12	nt	11%	-1%	?	nt	0%	?	nt
CN(C)C(CNC(=O)CNC(=O)c1ccc(Br)cc1)c1ccccc1 (stereo not given)	0%	0%	-10%	-4%	nt	3%	-5%	5%
CCc1ccc(NC(=O)c2ccc3c(c2)c(C)c(C)n3Cc2ccccc2)cc1	nt	-1%	-5%	1%	nt	-1%	-11%	nt
CCOC(=O)c1c(C)oc2nc(C)nc(NCc3ccccc3OCC)c12	nt	1%	-13%	-15%	nt	-66%	-9%	nt
O=C(NCc1cccc(Cl)c1)c1cc2c(s1)-c1ccccc1OC2	nt	?	4%	2%	nt	3%	?	nt

Random draw from the library; 8.5% or so of the library scored in one or more.
